HP1b chromo inh – blocks HP1-beta chromodomain binding to methylated histone tails. AlphaScreen HP1-beta / biotin-H3K9me3 peptide binding. Potency, µM (top dose mostly 114 µM), for inactives: at the top dose activity change, negative = inhibition, most hits filed as inhibitors. actives 0.56% (n = 390,000). AID 540317; note: potency is the fitted concentration of half-maximal effect; nearly all actives have a fitted effect of over 70% in size; inactives centre near 23
Target sequence (P83916 whole entry, looked up): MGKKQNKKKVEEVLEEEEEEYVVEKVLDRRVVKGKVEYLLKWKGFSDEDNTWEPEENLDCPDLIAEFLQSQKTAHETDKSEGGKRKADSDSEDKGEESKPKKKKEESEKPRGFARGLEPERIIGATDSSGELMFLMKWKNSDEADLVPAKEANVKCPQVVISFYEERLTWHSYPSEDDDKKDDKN
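Compound inhibition of the preformed complex between 50 nM HP1-beta and 50 nM biotinylated H3K9me3 peptide was read by AlphaScreen. Buffer was PBS pH 7.4 with 0.01% Tween-20. Incubations ran 30 min at room temperature, with 10 ug/mL donor/acceptor beads.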
ERG-DNA inh – blocks human ERG Ets domain binding to DNA; fluorescence polarization, His-ERG Ets domain / labelled DNA; Potency, µM (highest dose often 76.9 µM), for the others: top-dose FP activity, negative = inhibition, hits mostly inhibitors; actives 0.028% (n = 370,000); active = well fitted inhibition curve with a large enough effect in the polarisation, with a control signal flat; inconclusive = small, poorly fitted or top-dose-only effect, or effect the other way, or a change in a side signal; inactive = no such curve, though single readings can be large or run the other way; the % refers to the polarisation;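 note: polarization taken with two DNA probes labelled with fluorescein and Texas red; potency is the fitted concentration of half-maximal effect; % of control where 0% means no effect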
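His-tagged ERG Ets domain (1 uM in the protein solution; 300mM KCl, 50mM Tris-HCl, 1mM EDTA, 1mM DTT, pH 7.5) received compound, then a probe mix of 5 nM fluorescein-DNA and 100nM Texas-615-DNA. Fluorescence polarization was read for both dyes.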
PI4K2A block – PI4K2A (human) kinase inhibition; Q9BTU6; purified PI4K2A, ADP-Glo luminescence, 1 h; hits give low values; actives 0.13% (n = 420,000); activity change, negative = inhibition, % at 76.9 µM; in the data active = activity change below about -50%; inconclusive = mostly about -30% to -49%;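 note: -100% = wells without enzyme as full effect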
Target sequence (Q9BTU6 whole entry, looked up): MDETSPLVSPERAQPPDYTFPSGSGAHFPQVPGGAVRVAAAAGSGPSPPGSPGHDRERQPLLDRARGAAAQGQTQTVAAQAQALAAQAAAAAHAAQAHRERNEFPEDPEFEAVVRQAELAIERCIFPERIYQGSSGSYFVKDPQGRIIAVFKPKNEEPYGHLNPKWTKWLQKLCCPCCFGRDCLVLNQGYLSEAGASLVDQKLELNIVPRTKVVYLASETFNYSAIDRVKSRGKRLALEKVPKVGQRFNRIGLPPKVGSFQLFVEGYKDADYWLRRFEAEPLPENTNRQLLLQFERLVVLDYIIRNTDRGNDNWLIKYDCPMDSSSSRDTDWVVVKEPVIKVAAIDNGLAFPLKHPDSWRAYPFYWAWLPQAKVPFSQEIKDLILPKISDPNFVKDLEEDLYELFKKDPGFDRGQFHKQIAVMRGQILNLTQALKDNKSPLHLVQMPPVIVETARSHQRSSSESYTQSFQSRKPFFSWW
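In this quantitative HTS, ADP production by PI4K2A was quantified luminescently after 1 h at ambient temperature; 100 microM adenosine served as plate-quality control.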
BAZ2B inh – inhibitors of human BAZ2B bromodomain; Q9UIF8; AlphaScreen BAZ2B-H3K14Ac peptide displacement; Potency, µM (series often up to 114 µM), inactives show at the highest dose activity change, negative = inhibition, usual class: inhibitors; actives 4.4% (n = 360,000); note: potency is the fitted concentration of half-maximal effect; % is set by controls: 0 for no effect and ±100 for the full control effect; nearly all actives have a fitted effect of over 60% in size
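In this displacement format the biotinylated H3(5-23) peptide acetylated at Lys14 serves as ligand at 50 nM, with BAZ2B at 50 nM in PBS pH 7.4 containing 0.01% Tween-20. Donor and acceptor beads are 10 ug/mL final.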
JMJD2A Tudor inh – blocks the human JMJD2A Tudor domain; actives 4.4% (n = 390,000); O75164; Potency, µM (highest dose often 114 µM), without a hit: top-dose activity change, negative = inhibition, hits mostly inhibitors; AID 504339; AlphaScreen JMJD2A-Tudor / H3K4me3 peptide binding; note: potency is the fitted concentration of half-maximal effect; % is set by controls: 0 for no effect and ±100 for the full control effect; nearly all actives have a fitted effect of over 50% in size
Tb PGK inh – inhibitors of T. brucei phosphoglycerate kinase; P07378; PGK/GAPDH coupled, Kinase-Glo luminescence, 60 min; Potency, µM (titrated, usually from 57.5 µM), inactives show at the top dose activity change, negative = inhibition, usual class: inhibitors; actives 0.043% (n = 380,000); AID 602233; note: potency is the fitted concentration of half-maximal effect; % is set by controls: 0 for no effect and ±100 for the full control effect; nearly all actives have a fitted effect of over 60% in size
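Recombinant glycosomal PGK reaction used 1,3-bisphosphoglycerate generated in-well by GAPDH (100nM final) in 100mM TEA pH 7.6, 5mM MgCl2, 0.01% Tween-20. After 60 minutes at room temperature, ATP was read by Kinase-Glo Plus luminescence end-point.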
Pin1 inh – inhibitors of human Pin1; Q13526; Pin1 FP peptide displacement, HiFluor488, 10 min; Potency, µM (doses to about 115 µM), for inactives: at the top dose activity, negative = inhibition, most hits filed as inhibitors; actives 0.009% (n = 390,000); active = well fitted inhibition curve with a large enough effect in the polarisation, with a control signal flat, not every such curve was filed as active; inconclusive = small, poorly fitted or top-dose-only effect, or effect the other way, or a change in a side signal; inactive = no such curve, though single readings can be large or run the other way; the % refers to the polarisation; note: potency is the fitted concentration of half-maximal effect; % is set by controls: 0 for no effect and ±100 for the full control effect
GLS inh – glutaminase GLS (human) inhibition | O94925 | GLS enzymatic activity, qHTS titration | actives 0.21% (n = 410,000) | Potency, µM (highest dose often 45.5 µM), for inactives: at the top dose activity change, negative = inhibition, most hits filed as inhibitors; note: potency is the fitted concentration of half-maximal effect; % is set by controls: 0 for no effect and ±100 for the full control effect
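hKGA; 45 mM KH2PO4 pH 8.2 + 0.02% Tween-20; cpd via pin tool; 1 mM Gln soln; GluOx/HRP/Amplex Red; RT 30 min; fluor. t0 & final.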
G9a inh – G9a (human) methyltransferase inhibition; actives 8.8% (n = 350,000); Potency, µM (doses to about 102 µM), for the others: at the top dose activity, negative = inhibition, hits mostly inhibitors; Q96KQ7; G9a H3K9 monomethylation, AlphaScreen, 2 h; note: potency is the fitted concentration of half-maximal effect; % is set by controls: 0 for no effect and ±100 for the full control effect; nearly all actives have a fitted effect of over 75% in size
Target sequence (Q96KQ7 913-1193 limits assumed): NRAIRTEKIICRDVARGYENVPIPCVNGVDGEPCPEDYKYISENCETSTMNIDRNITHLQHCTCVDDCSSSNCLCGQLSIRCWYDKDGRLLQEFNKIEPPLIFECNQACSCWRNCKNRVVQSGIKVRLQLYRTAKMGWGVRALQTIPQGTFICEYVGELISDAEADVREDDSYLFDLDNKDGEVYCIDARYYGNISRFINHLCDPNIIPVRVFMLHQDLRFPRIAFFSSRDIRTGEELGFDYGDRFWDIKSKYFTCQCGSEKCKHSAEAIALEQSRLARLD
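Step 1: enzyme (final 20 nM) with compound, 15 min RT. Step 2: substrate peptide 500 nM and SAM 20 uM, 2 h RT. Step 3: anti-H3K9me1 antibody and AlphaScreen beads, 10 min, then plate read.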
* marks the source's active call; other numbers are inactive results; i = inactive; ? = inconclusive; . = not tested or not shown; [ ] = remark or other dose. Unless noted, calls come from the whole dose curve; as a rule, active = well fitted curve in the direction sought with a large enough effect; inconclusive = small, poorly fitted or top-dose-only effect, or another doubt; inactive = no such curve, though single readings can be large; an effect the other way counts as inactive or inconclusive. Rows are unselected (roughly 11% active in at least one column).

SMILES	HP1b chromo inh	ERG-DNA inh	PI4K2A block	BAZ2B inh	JMJD2A Tudor inh	Tb PGK inh	Pin1 inh	GLS inh	G9a inh
CCSc1nc(O)c(C(c2cccc(OC)c2)c2c(O)nc(SCC)[nH]c2=O)c(=O)[nH]1	39%[activator]	-4%	-2	-29%	-9%	i	-7%	-2%	71µM*
Cc1ccc(S(=O)(=O)N2CCC3CC2c2cc(Cl)ccc23)cc1 (stereo unspecified)	22%	-1%	-3	.	-7%	-11%	0%	0%	.
CC(=O)O/C(=C\c1cn(C(C)=O)c2ccccc12)C(=O)O	31%	5%	1	?	-1%	-6%	3%	?	35µM*
CCN1C(=O)/C(=C2/C(=O)N3c4c(cc(OC(C)=O)cc42)C(C)=CC3(C)C)SC1=S	?	-6%	1	2µM*	?	-3%	-3%	4%	2.8µM*
CCN(CC)C(=O)CSc1nnc2nnc3cc(OC)ccc3n12	11%	-3%	-1	-16%	-18%	-2%	?	8%	35µM*
CC(C)C(NC(=O)c1ccco1)C(=O)NC1CCCCCC1 (stereo unspecified)	38%	-1%	1	-2%	-10%	-3%	-11%	-4%	79µM*
Cc1ccc(NC(=O)Cn2nc(-c3ccccc3)nc2-c2ccccc2)c(C)c1	12%	6%	1	1%	-7%	-4%	-1%	2%	19%[59 µM]
Cc1ccc(S(=O)(=O)N2CCOCC2)cc1C(=O)OCC(=O)NCc1ccccc1	12%	-5%	3	-1%	-10%	4%	0%	7%	6%[59 µM]
CSc1nnc(C)c(=O)n1COC(=O)c1ccc([N+](=O)[O-])cc1	10%	2%	3	.	-18%	-3%	-2%	0%	-36%
CCOc1ccc(-n2ccn(CC(=O)NCCc3ccccc3)c(=O)c2=O)cc1	10%	14%	4	8%	-11%	i	-4%	-1%	9%[0.501 µM]
COc1ccc(NC(=O)C2=NN(C3CCS(=O)(=O)C3)C(=O)CC2)cn1 (stereo unspecified)	47%[activator]	-21%	2	-12%	-6%	i	-16%	-8%	12%[59 µM]
COCCn1c(=S)[nH]c2ncccc2c1=O	16%	4%	6	-23%	14µM*	3%	12%	8%	?
O=c1[nH]c(CN2CCN(c3ccccc3)CC2)nc2scc(-c3ccccc3)c12	0%	12%	0	-37%	?	i	?	16%	?
c1ccc(-c2nc(N3CCOCC3)c3ccccc3n2)nc1	42%	-3%	-14	?	-33%	1%	-1%	0%	?
Cc1cc(NC(=O)COC(=O)c2cccc(S(=O)(=O)N(C)C3CCCCC3)c2)no1	19%	-9%	0	-19%	-14%	-2%	1%	-2%	-4%[12.7 µM]
Cc1ccc(S(=O)(=O)NCCSc2nnnn2C)cc1	30%	-2%	2	8%	-2%	i	-2%	-6%	78%[activator][59 µM]
CC(C)(C)CC(=O)NCCCN1CCOCC1	43%[activator]	-8%	3	-8%	5%	-9%	-3%	-5%	-27%
CNS(=O)(=O)c1cn(CC(=O)NCc2ccccc2OC)cc1S(=O)(=O)NC	-16%	5%	-4	12%	?	1%	1%	-3%	17%
COc1cc(C=C(c2nc3ccccc3s2)c2nc3ccccc3s2)cc(OC)c1O	?	?	0	22µM*	56µM*	-6%	16%	-1%	6.3µM*
CC(NCC(O)COC1CCC(C(C)(C)C)CC1)c1ccccc1 (stereo unspecified)	53%[activator]	1%	1	-24%	-11%	.	-1%	-2%	3%[59 µM]
CC(=O)c1ccc(NC(=O)Cn2c(=O)n(Cc3ccco3)c(=O)c3sc4ccccc4c32)cc1	19%	-3%	3	2%	-10%	1%	45%[activator]	-7%	-25%[59 µM]
O=C(CSCC(=O)Nc1cccc2ccccc12)Nc1cccc2ccccc12	25%	39%[activator]	0	?	-21%	-3%	?	0%	.
CN(C)c1ccc(C=NC(CO)C(O)c2ccc([N+](=O)[O-])cc2)cc1 (stereo unspecified)	6%	?	-1	-14%	-5%	5%	3%	0%	13%
CCCc1cc(=O)[nH]c(SCc2nc3ccccc3s2)n1	29%	-3%	-7	12%[57.1 µM]	-1%	-4%	-1%	14%	-7%
CC1CC(C)CN(S(=O)(=O)c2ccc(C(=O)N3CCOCC3)cc2)C1 (stereo unspecified)	36%	0%	-2	0%	-6%	7%	-13%	16%	3%[12.7 µM]

Entries from the list above with two or more sulfur atoms, in the order listed:
SMILES	HP1b chromo inh	ERG-DNA inh	PI4K2A block	BAZ2B inh	JMJD2A Tudor inh	Tb PGK inh	Pin1 inh	GLS inh	G9a inh
CCSc1nc(O)c(C(c2cccc(OC)c2)c2c(O)nc(SCC)[nH]c2=O)c(=O)[nH]1	39%[activator]	-4%	-2	-29%	-9%	i	-7%	-2%	71µM*
CCN1C(=O)/C(=C2/C(=O)N3c4c(cc(OC(C)=O)cc42)C(C)=CC3(C)C)SC1=S	?	-6%	1	2µM*	?	-3%	-3%	4%	2.8µM*
Cc1ccc(S(=O)(=O)NCCSc2nnnn2C)cc1	30%	-2%	2	8%	-2%	i	-2%	-6%	78%[activator][59 µM]
CNS(=O)(=O)c1cn(CC(=O)NCc2ccccc2OC)cc1S(=O)(=O)NC	-16%	5%	-4	12%	?	1%	1%	-3%	17%
COc1cc(C=C(c2nc3ccccc3s2)c2nc3ccccc3s2)cc(OC)c1O	?	?	0	22µM*	56µM*	-6%	16%	-1%	6.3µM*
CCCc1cc(=O)[nH]c(SCc2nc3ccccc3s2)n1	29%	-3%	-7	12%[57.1 µM]	-1%	-4%	-1%	14%	-7%

Copied from the list:
HP1b chromo inh result of COCCn1c(=S)[nH]c2ncccc2c1=O → 16%
GLS inh result of O=c1[nH]c(CN2CCN(c3ccccc3)CC2)nc2scc(-c3ccccc3)c12 → 16%

Other structures follow.
SMILES	HP1b chromo inh	ERG-DNA inh	PI4K2A block	BAZ2B inh	JMJD2A Tudor inh	Tb PGK inh	Pin1 inh	GLS inh	G9a inh
Cc1ccc(OCc2cc(C(=O)N(CCO)Cc3cccs3)no2)cc1C	24%	4%	2	-7%	-6%	8%	0%	9%	.
O=C(CNC(=S)N(Cc1ccccc1)Cc1cccnc1)N1CCOCC1	26%	14%	0	-9%	-14%	1%	-5%	5%	-5%
COc1ccc(C(=O)c2cc([N+](=O)[O-])ccc2N2CCN(C)CC2)cc1	3%	-7%	-5	-10%	-22%	7%	-1%	9%	.
O=C1/C(=C\c2ccc(O)cc2)SC(=S)N1c1cccnc1	-12%	111%[activator]	-4	?	?	-3%	14%	-10%	32µM*
CC(=O)c1sc(-c2ccccc2)cc1NS(=O)(=O)c1ccccc1	9%	3%	5	-14%	-7%	-1%	-4%	4%	10%[59 µM]
O=C(Nc1nc(-c2ccc(S(=O)(=O)N3CCCC3)cc2)cs1)c1cccs1	-1%	1%	-4	-28%	-17%	-10%	12%	3%	-29%[59 µM]
O=C(NCc1cccc(C(F)(F)F)c1)C1CCCN(c2ncccn2)C1 (stereo unspecified)	12%	6%	2	11%	-6%	i	3%	4%	-33%[59 µM]
COCCNC(=O)CN1N=C(c2ccc(C)cc2)CCC1=O	-3%	-2%	4	2%	-14%	0%	1%	18%	18%
COc1ccc(Cl)cc1NC(=O)Cn1cc(C(=O)c2ccncc2)c(=O)c2cc(C)ccc21	11%[57 µM]	-1%	-1	0%	-20%	-7%	8%	-11%	8%[59 µM]
O=C1OCCN1C(=O)[C@H]1[C@H](c2ccc(F)cc2)C(c2ccccc2)=NN1c1ccccc1	107%[activator]	8%	5	.	35%	i	?	-8%	87%[activator][59 µM]
CCOc1ccc2oc(C(=O)NC3CCN(Cc4ccccc4)CC3)c(C)c2c1	-7%	-4%	-1	?	-30%	6%	5%	-2%	?
Cc1nn(-c2ccccc2)c(C)c1[N+](=O)[O-]	24%	0%	1	-3%	-9%	-2%	2%	5%	-1%
COc1cccc(NC(=O)C(Cc2ccccc2)NS(=O)(=O)c2ccc3c(c2)c(=O)n(C)c(=O)n3C)c1 (stereo unspecified)	17%	-9%	1	-7%	-17%	-5%	-13%	0%	-4%[59 µM]
COc1ccc(C(=O)O)cc1S(=O)(=O)NCc1cccnc1	29%	8%	7	3%	-6%	i	-7%	-14%	14%
O=C(O)c1ccc(NS(=O)(=O)c2cccc(C(=O)Nc3ccccc3[N+](=O)[O-])c2)cc1	13%	-9%	0	0%	-13%	-5%	-1%	-3%	-5%
Cc1cc(C)c(S(=O)(=O)N2CCCC2=O)c(C)c1N(C)S(C)(=O)=O	43%[activator]	-6%	-4	3%	5%	0%	-5%	-1%	16%[59 µM]
O=C(Nc1ccon1)Nc1ccc(F)cc1F	18%	-15%	1	-23%	-1%	4%	2%	2%	10%
CCOC(=O)N1CCN(C(=O)CCC2CCCC2)CC1	15%	-17%	-2	-14%	1%	-9%	-9%	-4%	-2%
COCCn1c(C)cc2c(c1=O)C(c1ccco1)C(C#N)=C(N)O2 (stereo unspecified)	1%	-4%	-9	7%	-19%	-3%	0%	17%	22%[59 µM]
O=C(COC(=O)Cn1nnc2ccccc21)NC1CCCC1	7%	-3%	-1	3%	-12%	2%	-6%	0%	0%
S=C(NCCNC(=S)Nc1ccccc1)Nc1ccccc1	33%	-5%	0	-28%	-2%	-5%	-2%	1%	?

High-throughput results from PubChem.
